ZTA counter – ZTA (EBV) inhibition in EBNA-1 counter-screen | P03206 | ZTA-DNA binding, fluorescence polarization | inhibition, % at 11 µM | actives 0.15% (n = 320,000) | AID 2234; in the data active = inhibition above about 33%
Target sequence (P03206 whole entry, looked up): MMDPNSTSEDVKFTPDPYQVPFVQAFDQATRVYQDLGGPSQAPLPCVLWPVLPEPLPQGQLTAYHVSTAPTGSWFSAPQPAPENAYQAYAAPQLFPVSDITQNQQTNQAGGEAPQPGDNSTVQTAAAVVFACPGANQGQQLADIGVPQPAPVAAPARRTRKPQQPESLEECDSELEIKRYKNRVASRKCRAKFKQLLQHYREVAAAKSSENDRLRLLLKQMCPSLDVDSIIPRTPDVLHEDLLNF
Fh CTSL1 inh – Fasciola hepatica cathepsin L1 inhibitors, primary screen, counter-screen for PFM18AAP inhibitor project, biochemical, QFRET, fluorogenic peptide substrate; AID 1906, 2009; recombinant F. hepatica cathepsin L1, Z-Leu-Arg-MCA fluorescence; actives 0.49% (n = 300,000); inhibition, % at 5.96 µM;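 active = inhibition above the mean of all tested compounds plus 3 SD, set per screening campaign, cut at about 17% in these data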;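 note: 0% = plate median of test compound wells and 100% = 1 µM Z-Phe-Ala-diazomethylketone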
TPT1 inh – Candida albicans TPT1 enzyme inhibitors, primary screen, biochemical, fluorescence polarization; actives 0.81% (n = 300,000); recombinant caTPT1, FP RNA substrate dephosphorylation; inhibition, % at 5 µM;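 active = inhibition above the mean of all tested compounds plus 3 SD, set per screening campaign, cut at about 24% in these data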;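 note: plate controls were DMSO alone for no effect and ferristatin control at 100 nM for full effect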
EBNA-1 inhibitor – EBNA-1 DNA-binding inhibitors, primary screen, biochemical, fluorescence polarization. inhibition, % at 14.8 µM. actives 0.34% (n = 300,000). AID 1950, 2009; in the data active = inhibition above about 28%
PP5 primary – PP5 phosphatase inhibitors, primary screen, biochemical, fluorescence; inhibition, % at 6.7 µM; purified PP5c, OMFP substrate fluorescence; AID 1987, 2009; actives 0.18% (n = 320,000);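 active = inhibition above the campaign's mean inhibition across all tested compounds plus 3 SD, cut at about 9.5% in these data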;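 note: 0% = DMSO only and 100% = 100 µM cantharidin control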
CR mimetic SO – reduction of superoxide in aged yeast, primary screen, HTS; superoxide response (% of plate mean), % at 10 µM; S. cerevisiae aged cells, superoxide DHE fluorescence; stronger effect = lower value; AID 2690, 2010; actives 0.18% (n = 330,000);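 active = superoxide response under a set limit, about three screen SD below normal, cut at about 65% in these data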;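 note: yeast aged for seven days with compound at 30 °C before DHE staining; 100% = average MFI of all compound-treated wells on the plate with controls excluded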
GASC-1 inh – inhibitors of GASC-1 histone demethylase, primary screen, biochemical, fluorescence, DELFIA europium | Lysine-specific demethylase 4C (Homo sapiens), Q9H3R0 | GST-JMJD2C(1-420) H3K9me3 demethylation | inhibition, % at 2.35 µM | actives 0.069% (n = 330,000);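 active = more than half of a compound's replicate wells show inhibition beyond 50%, single wells judged on their own value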;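 note: signal counts dimethyl H3K9 product captured on neutravidin plate; 0% = median of DMSO wells and 100% = 0.3 times that DMSO median; strong numbers were not always called active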
Target sequence (Q9H3R0 1-420 limits assumed): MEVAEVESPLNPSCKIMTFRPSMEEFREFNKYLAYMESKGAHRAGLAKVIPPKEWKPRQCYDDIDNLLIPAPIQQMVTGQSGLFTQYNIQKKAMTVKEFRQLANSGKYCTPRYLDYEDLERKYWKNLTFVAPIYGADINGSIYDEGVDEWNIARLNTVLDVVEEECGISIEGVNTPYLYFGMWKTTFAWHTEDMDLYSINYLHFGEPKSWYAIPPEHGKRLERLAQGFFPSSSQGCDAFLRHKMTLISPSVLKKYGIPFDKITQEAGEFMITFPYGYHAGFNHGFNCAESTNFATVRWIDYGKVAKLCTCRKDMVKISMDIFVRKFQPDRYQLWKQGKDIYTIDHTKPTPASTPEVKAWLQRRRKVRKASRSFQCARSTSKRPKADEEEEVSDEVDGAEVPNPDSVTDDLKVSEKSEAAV
PP1 counter – PP1-alpha phosphatase inhibitors, primary screen, counter-screen for PP5 inhibitor project, biochemical, fluorescence, OMFP substrate, single point. Serine/threonine-protein phosphatase PP1-alpha catalytic subunit (Homo sapiens), P62136. actives 0.9% (n = 320,000). purified PP1alpha. inhibition, % at 6.7 µM;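 active = inhibition above the mean inhibition of all tested compounds plus 3 SD, computed separately for each screening campaign, cut at about 15% in these data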
Target sequence (P62136 whole entry, looked up): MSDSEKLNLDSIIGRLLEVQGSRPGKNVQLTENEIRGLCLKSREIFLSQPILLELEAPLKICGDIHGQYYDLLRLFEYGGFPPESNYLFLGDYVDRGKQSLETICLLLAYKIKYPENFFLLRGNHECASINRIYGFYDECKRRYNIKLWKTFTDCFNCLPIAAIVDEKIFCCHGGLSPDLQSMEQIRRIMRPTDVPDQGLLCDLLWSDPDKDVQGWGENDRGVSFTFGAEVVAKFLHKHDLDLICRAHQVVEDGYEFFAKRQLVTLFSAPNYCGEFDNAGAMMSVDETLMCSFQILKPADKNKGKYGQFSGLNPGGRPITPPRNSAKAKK
core dimer inh – inhibitors of HCV core protein dimerization, primary screen, biochemical, TR-FRET, high-throughput; actives 0.33% (n = 300,000); inhibition, % at 5 µM; AID 1899, 2009; TR-FRET GST/Flag-core106 dimerization, 1536-well;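 active = inhibition above the mean of all tested compounds plus 3 SD, set per screening campaign, cut at about 45% in these data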
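test system = GST/Flag-tagged HCV core106 proteins | probe or stimulus = Eu donor and XL665 acceptor anti-tag antibodies | times = compound-protein-antibody incubation 4 h at 22.5 °C | signal = TR-FRET, excitation 340 nm, emission 617 and 671 nm | measure = percent inhibition of core106 dimerization signal | controls = wells lacking GST-core106 and wells with excess unlabelled core106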
The depositor's hits bear a star; nt = not tested or not shown. Outcome played no part in choosing rows. About 3.1% of those tested had a hit in this group.

Values in the order – ZTA counter	Fh CTSL1 inh	TPT1 inh	EBNA-1 inhibitor	PP5 primary	CR mimetic SO	GASC-1 inh	PP1 counter	core dimer inh
N#Cc1c(SCC(=O)Nc2ccccc2)nsc1SCC(=O)Nc1ccccc1
→ 10	-2	-1	7	-0.4	107	1	3	15
CC1(O)CC(c2ccc(Cl)cc2)=NN1C(=O)c1ccc([N+](=O)[O-])cc1 (configuration not stated)
→ -1	3	-3	7	1.8	100	5	0	-2
COc1ccc(C(=O)NCC(C)CN(C)C)cc1 (configuration not stated)
→ 2	-4	-6	2	1.3	107	-3	1	-4
CC(Sc1nnnn1-c1cccc(F)c1)C(=O)NC1CCCC1 (configuration not stated)
→ -3	nt	nt	nt	-3.6	101	-8	-6	nt
CCOCCCNC(=O)C(NC(=O)c1cnccn1)c1ccc(C)cc1 (configuration not stated)
→ -10	1	-5	-25	2.3	113	8	-2	-5
O=C(NC1CCCCCC1)c1cc2ccccc2oc1=O
→ -11	-3	0	-5	2.3	117	0	1	-5
CCc1nc2ccccc2nc1N1CCN(S(=O)(=O)c2c(C)cc(Cl)cc2C)CC1
→ -9	0	0	17	0.4	104	2	-3	7
C/C(=N\NC(=S)NCCc1ccccc1)c1ccc(Cl)cc1
→ 13	3	2	2	0.1	113	0	-4	3
CC1=NN2C(=N)/C(=C\c3cc(C)n(-c4ccc(C)cc4)c3C)C(=O)N=C2S1
→ -2	-2	-3	0	0.1	95	10	-4	9
CCOC(=O)CC1C(=O)NCCN1c1nc2c(C)cccn2c(=O)c1/C=C1\SC(=S)N(C(C)CC)C1=O (configuration not stated)
→ 7	2	145*	10	0.9	96	-3	3	13
Oc1ccc2c(ccc3[nH]cnc32)c1
→ 7	-3	-3	-1	0.4	97	-6	-3	-5
CCCC1=C(C(=O)OCC)C(c2cccs2)C(C#N)=C(N)O1 (configuration not stated)
→ 7	-5	-8	12	4.2	89	0	-2	-4
O=C(CCc1nc(-c2ccccn2)no1)NCc1ccc2c(c1)OCO2
→ 12	0	-2	11	-2.2	84	17	-3	-4
COC(=O)c1c(C(=O)OC)c2oc3ccccc3n2c1Cl
→ 0	-3	-2	8	2.4	94	2	1	-7
O=C(N/N=C/c1cccs1)C(=O)N1CCCC1
→ -15	-1	3	-12	1.2	97	0	1	-2
CC(Oc1ccccc1)C(=O)NC1C(=O)N2C1SC(C)(C)C2C(=O)O (configuration not stated)
→ 2	4	1	-8	1.9	141	7	5	-12
C=CCn1cccc(C(=O)Nc2ccc(OC)c(Cl)c2)c1=O
→ 6	1	2	-7	0.7	91	3	4	1
COCC(C)n1c(C)cc(C(=O)COC(=O)c2ccc(N3CCCC3=O)cc2)c1C (configuration not stated)
→ 0	0	-3	1	1.2	110	5	8	8
COC(=O)c1sccc1NC(=O)c1ccccc1
→ 7	3	0	9	0.2	103	-3	2	1
Cc1cccc(C2c3[nH]c4ccccc4c3CCN2C(=O)c2nn(C)c(=O)c3ccccc23)n1 (configuration not stated)
→ 8	1	-4	8	5.6	101	23	-1	6
CSCCC(NS(=O)(=O)c1ccc(Cl)cc1)C(=O)OCC(=O)c1ccc(F)cc1 (configuration not stated)
→ 5	-8	-2	2	1.3	99	-3	1	14
COc1ccc(-c2csc(N=C(N)N)n2)cc1
→ -8	3	-2	4	-1.4	98	12	4	-15
COCCNS(=O)(=O)c1cc(F)ccc1OC
→ -28	12	-1	-5	2.9	100	14	3	-2
CCC(=O)Nc1ccccc1Nc1cc(C#N)c(C#N)cc1[N+](=O)[O-]
→ 7	7	-4	19	0.0	132	35	5	-4
CCOC(=O)N1CCN(C(=O)c2ccc(NS(=O)(=O)c3ccc(F)cc3)cc2)CC1
→ -7	0	-1	-1	-1.2	97	-13	-8	0
O=C1c2ccccc2C(=O)c2c1ccc1c(=O)n(C3CCCCC3)[nH]c21
→ -2	2	-7	-15	-1.1	131	23	0	-28
O=C1CC(N2CCN(c3ccc(F)cc3)CC2)C(=O)N1c1ccc(F)cc1 (configuration not stated)
→ -5	-7	3	3	2.8	100	7	3	-4
Cc1cccc(/C=N/N2CCN(c3ccccc3)CC2)c1
→ -15	4	-3	0	1.8	92	20	1	-4
COc1ccc(NC(=O)CO/N=C2/CCCc3nonc32)c(OC)c1
→ 18	2	4	6	-1.1	110	-5	-2	7
Cn1c(=O)[nH]c(=O)c2[nH]c(N(Cc3ccccc3)Cc3ccccc3)nc21
→ -6	-1	-1	-4	0.3	92	nt	5	8
CCCCn1c(N)c(N(CCOC)C(=O)COC(=O)Cc2cccc(OC)c2)c(=O)[nH]c1=O
→ -6	-8	-4	9	-2.0	105	3	-4	-4
O=C(COC(=O)CNC(=O)c1sc2ccccc2c1Cl)Nc1c(Cl)cc(Cl)cc1Cl
→ 11	-1	-4	-1	-0.4	100	-4	1	5
O=C(N/N=C/c1cccs1)c1ccc2ncccc2c1
→ -1	6	1	4	0.2	87	3	-1	0
COP(=O)(OC)c1nc(-c2ccccc2)oc1N1CCOCC1
→ -7	-5	-1	1	2.3	107	0	-1	-8
C=C(C)CSc1nc(C)c(Cc2ccccc2)c(=O)[nH]1
→ 2	2	-2	-2	2.8	100	4	2	4
O=C(NC1CC1)C1=C[C@@H](c2ccc(Br)cc2)C[C@@H](OCc2ccc(CO)cc2)O1
→ 3	0	-1	13	3.4	104	4	-5	3
CC(SCC(=O)Nc1ccc(S(=O)(=O)N2CCCCC2)cc1)C(=O)O (configuration not stated)
→ 1	1	-4	7	-0.9	102	-6	0	2
CCOC(=O)C1CCN(C(=O)CCS(=O)(=O)Cc2ccccc2)CC1
→ 6	-1	-4	7	1.1	94	1	1	1
COc1cc(NC(=O)CCCn2c(=S)[nH]c3ccccc3c2=O)cc(OC)c1OC
→ -6	0	2	13	-0.1	87	13	0	3
Brc1ccc(-c2ccc(/C=N/Nc3nc(N4CCOCC4)nc(N4CCOCC4)n3)o2)cc1
→ -4	1	0	-17	1.7	109	-1	1	3
CCOc1ccc(-n2c(SCC(=O)Nc3cc(C)on3)nnc2-c2c[nH]c3ccccc23)cc1
→ -2	-2	5	10	3.8	107	-4	2	15
COc1ccc(S(=O)(=O)N2CCCCCC2)cc1C(=O)Nc1cc(C)ccn1
→ 9	nt	nt	nt	6.5	103	-4	-1	nt
CCOC(=O)c1ccc2c(c1)nc(COc1ccc3ccccc3c1)n2CC
→ 2	0	0	-14	1.0	92	34	2	7
Cc1c(N2C(=O)/C(=C\C3CC=CCC3)SC2=S)c(=O)n(-c2ccccc2)n1C (configuration not stated)
→ 2	10	5	0	0.9	106	0	-2	12
CCN(CC)Cc1c(C(=O)N/N=C/c2ccc(OCc3ccccc3C)cc2)nnn1-c1nonc1N
→ -9	3	3	-12	3.6	122	4	16*	11
COc1ccc(-c2nc(CS(=O)(=O)CC(=O)NCCCN3CCOCC3)c(C)o2)cc1
→ -10	-5	-4	0	2.8	89	45	-4	2
CCOc1ccc(NC(=O)CN2CCN(CC(=O)Nc3ccc(OC)cc3OC)CC2)cc1
→ -5	7	2	-5	1.4	62*	-3	-2	0
COc1ccc(-c2cc3c(=O)n(CC(=O)NC4CCN(Cc5ccccc5)CC4)ncn3n2)cc1
→ 5	-1	-7	11	-1.0	104	-8	-2	-2
CCOc1ccccc1C(=O)N(Cc1cccs1)C1CCS(=O)(=O)C1 (configuration not stated)
→ -22	-2	4	-20	1.5	101	4	-3	1
CCOc1cc(/C=N/NC(=O)c2cc(-c3cccnc3)nc3ccccc23)ccc1O
→ 9	5	-2	6	-0.5	97	-8	-3	0
CCOC(=O)N1CCN(S(=O)(=O)c2ccc(NC(C)=O)cc2)CC1
→ -3	4	-3	2	-2.4	102	12	1	2
COc1ccc(CCNc2nc(-c3ccc(F)cc3)c(CC(=O)O)s2)cc1OC
→ 1	2	98*	10	-0.2	97	11	-1	-5
CCOc1ccc(CNC(=O)CCS(=O)(=O)c2ccc3c(c2)NC(=O)CO3)cc1OC
→ -7	7	-3	1	1.6	90	-15	1	-11
COc1cccc(C(=O)N2N=C(c3cccc(OC)c3)CC2(O)C(F)(F)F)c1 (configuration not stated)
→ 2	2	1	0	2.7	92	7	-2	3
Cc1cc(C)c2nc(-c3ccccn3)cc(C(=O)Nc3cc(C)on3)c2c1
→ -12	1	-4	-3	1.4	95	2	7	29
CC(C)c1ccc2c(c1)C(N1CCNCC1)Cc1ccc(F)cc1S2 (configuration not stated)
→ -1	-3	-2	1	3.5	92	-15	19*	-8
COCC(=O)/C=C1\Sc2ccccc2N1C
→ -8	0	-1	6	-0.7	96	-3	-7	-4
OCCC1CN(C2CSCCSC2)CCN1Cc1ccccc1 (configuration not stated)
→ 2	6	-2	7	-1.3	84	10	-2	-2
COc1ccc(Cl)cc1NC(=O)COC(=O)c1ccc(C)o1
→ -8	nt	nt	nt	1.6	90	2	0	nt
CCOC(=O)C1=C(C)N=c2s/c(=C/c3ccc(OCC(=O)O)cc3)c(=O)n2C1c1ccc(OC)cc1OC (configuration not stated)
→ 4	9	9	7	4.8	103	2	6	21

Record cards, as listed above.
COc1ccc(CCNc2nc(-c3ccc(F)cc3)c(CC(=O)O)s2)cc1OC reads ZTA counter: 1; Fh CTSL1 inh: 2; TPT1 inh: 98*; EBNA-1 inhibitor: 10; PP5 primary: -0.2; CR mimetic SO: 97; GASC-1 inh: 11; PP1 counter: -1; core dimer inh: -5
COCC(=O)/C=C1\Sc2ccccc2N1C reads ZTA counter: -8; Fh CTSL1 inh: 0; TPT1 inh: -1; EBNA-1 inhibitor: 6; PP5 primary: -0.7; CR mimetic SO: 96; GASC-1 inh: -3; PP1 counter: -7; core dimer inh: -4

The list goes on:
Values in the order – ZTA counter	Fh CTSL1 inh	TPT1 inh	EBNA-1 inhibitor	PP5 primary	CR mimetic SO	GASC-1 inh	PP1 counter	core dimer inh
Cc1c(NS(=O)(=O)c2ccc(Br)s2)c(=O)n(-c2ccccc2)n1C
→ -2	1	-2	-10	2.5	101	15	0	9
COc1ccc(OCCCC(=O)N(CCC2=CCCCC2)c2c(N)n(Cc3ccccc3)c(=O)[nH]c2=O)cc1
→ -13	2	1	3	0.2	88	-10	0	-3
Cc1nnc2sc(-c3ccc(NC(=O)CSc4ccc(Cl)cc4)cc3)nn12
→ -9	1	-1	3	3.5	89	0	18*	44
O=C(NCC1CCN(S(=O)(=O)c2ccccc2)CC1)Nc1ccc(F)cc1F
→ -16	-8	-4	-4	1.0	98	8	-4	-1
O=C(NNc1nc2ccccc2s1)Nc1ccccc1
→ 0	1	2	-9	1.4	98	0	-2	13
COc1ccc(NC(=O)CN(c2cc(C)cc(C)c2)S(=O)(=O)c2c(C)n[nH]c2C)cc1
→ -14	-4	-3	-3	3.4	98	nt	-1	-2
COc1ccccc1CNCc1cc(=O)oc2c(C)c(C)ccc12
→ -1	3	3	-12	4.3	97	-10	1	9
O=C(NCc1nnc(SCc2ccccc2)n1-c1ccc(F)cc1)C12CC3CC(CC(C3)C1)C2
→ 7	7	0	-3	3.6	96	77	2	10
CN(C(=O)COC(=O)c1cc(=O)[nH]c2ccccc12)c1c(N)n(Cc2ccccc2)c(=O)[nH]c1=O
→ 13	2	-4	12	0.2	90	-2	-5	-1
COc1cccc(C(=O)c2c[nH]c(C(=O)NCc3cccs3)c2)c1
→ -10	-4	3	-6	2.5	119	2	-2	7
CCN(CC)S(=O)(=O)c1cccc(-c2n[nH]c(=S)n2Cc2ccccc2)c1
→ 16	-1	3	10	-1.1	99	-6	-3	3
Cn1cnnc1SCC(=O)NC1CCCC1
→ -17	3	0	6	3.3	99	-15	-13	-6

Bioassay records: PubChem, several laboratories
